# ASAP1 inh: inhibitors of human ASAP1 ArfGAP activity, primary screen, biochemical, fluorescence polarization | Arf-GAP with SH3 domain, ANK repeat and PH domain-containing protein 1 (Homo sapiens), … | ASAP1-stimulated ARF1 GTP hydrolysis, GDP FP detection | inhibition, % at 16.5 µM | 0.19% of 360,000 active; in the data active = inhibition above about 25%;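 also: 0% = vehicle with enzyme and substrate and 100% = no enzyme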
# DDE Tn6 FP inh: inhibitors of Tn6 peptide binding to fibrin DD(E), primary screen, biochemical, fluorescence polarization, human fibrin, Tn6 probe; Fibrinogen beta chain (Homo sapiens), P02675; Fibrin DD(E) TRITC-Tn6 fluorescence polarization displacement; inhibition, % at 8.3 µM; 0.21% of 370,000 active; AID 720509, 2013;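 active = inhibition above a per-campaign cutoff: mean of compounds within control limits plus 3 SD, cut at about 15% in these data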;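 also: 0% = median of all compound wells on the plate and 100% = blocking peptide control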
# Target sequence (P02675 whole entry, looked up): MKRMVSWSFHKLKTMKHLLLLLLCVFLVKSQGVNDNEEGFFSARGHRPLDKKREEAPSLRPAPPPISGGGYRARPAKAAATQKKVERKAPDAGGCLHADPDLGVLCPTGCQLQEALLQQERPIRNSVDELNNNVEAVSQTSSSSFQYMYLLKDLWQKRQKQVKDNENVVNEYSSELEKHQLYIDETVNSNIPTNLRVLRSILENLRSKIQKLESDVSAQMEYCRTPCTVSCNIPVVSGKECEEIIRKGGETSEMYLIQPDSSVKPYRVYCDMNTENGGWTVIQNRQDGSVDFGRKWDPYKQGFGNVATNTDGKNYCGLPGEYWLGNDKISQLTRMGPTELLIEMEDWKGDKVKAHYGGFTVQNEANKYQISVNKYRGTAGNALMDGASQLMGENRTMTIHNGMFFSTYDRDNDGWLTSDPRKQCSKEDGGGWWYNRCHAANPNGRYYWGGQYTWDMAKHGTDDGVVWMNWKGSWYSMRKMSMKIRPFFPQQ
# NR1D1 modulator: modulators of Rev-erb alpha DNA binding, primary screen, biochemical, FITC-DNA, fluorescence polarization, uHTS. Nuclear receptor subfamily 1 group D member 1 (Homo sapiens), P20393. Rev-erbα–FITC-DNA binding, 90 min. activity, % at 10 µM. 0.79% of 370,000 active;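 active = activity above about 14%, limit read from the data; passing the limit was not always enough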;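 also: 0% = DMSO wells with 35 nM protein and 100% = DMSO wells with 750 nM protein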
# PLC-gamma1 inh: PLC-gamma1 enzyme inhibitors, primary screen, biochemical, fluorescence, purified enzyme. 1-phosphatidylinositol 4,5-bisphosphate phosphodiesterase gamma-1 (Homo sapiens), P19174. fluorogenic substrate. inhibition, % at 12.2 µM. 0.84% of 370,000 active. AID 720700, 2013; in the data active = inhibition above about 9.5%
# UHRF1 MBD2 ctr: UHRF1 methylated DNA binding inhibitors, primary screen, counter-screen for MBD2 inhibitor project, biochemical, TR-FRET, human UHRF1, single concentration. 0.75% of 370,000 active. AID 687016, 2013. UHRF1 binding to methylated oligo. inhibition, % at 4.4 µM; in the data active = inhibition above about 21%;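 also: UHRF1 SRA domain binding a hemimethylated CpG hairpin DNA probe; 0% = median of test compound wells and 100% = reference inhibitor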
# Tn7 DDE FP: inhibitors of Tn7 peptide binding to fibrin DD(E), primary screen, biochemical, fluorescence polarization, human fibrin, Tn7 probe; FP displacement of FITC-Tn7 peptide from fibrin DD(E); 0% = median of compound wells per plate; inhibition, % at 8.3 µM; 0.13% of 370,000 active; AID 720508, 2013;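 active = inhibition above the mean of compounds falling within the control limits plus 3 SD of them, cut at about 14% in these data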;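 also: 0% = plate median of compound wells and 100% = 10 µM Aha-Tn7 peptide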
#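 Also added: labelled Tn7 tracer, 0.1 µM; Assay system: human fibrin DD(E) protein; Amount: 2 µM fibrin DD(E); Schedule: 10 min compound pre-incubation, 3 h probe incubation at room temperature; Repeats: one replicate per compound; Read-out basis: percent inhibition; Measured by: fluorescence polarization of the labelled Tn7 tracer.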
# PLC-beta3 inh: human PLC-beta3 inhibitors, primary screen, biochemical, fluorescence | 1-phosphatidylinositol 4,5-bisphosphate phosphodiesterase beta-3 (Homo sapiens), Q01970 | Purified PLC-beta3, fluorogenic substrate | inhibition, % at 12.2 µM | 0.18% of 370,000 active; in the data active = inhibition above about 11%;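 also: 0% = median of compound wells on plate and 100% = full blocker control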
# sPLA2-III inh: human group III sPLA2 inhibitors, primary screen, biochemical, QFRET, BODIPY PC-A2 liposome substrate; Group 3 secretory phospholipase A2 (Homo sapiens), Q9NZ20; QFRET BODIPY PC-A2 liposome hydrolysis, fluorescence; inhibition, % at 12.2 µM; 0.56% of 370,000 active; AID 743126, 2013;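 active = inhibition above mean plus 3 SD of compounds lying within the high and low control bounds, cut at about 19% in these data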;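 also: 0% = median of test compound wells and 100% = no enzyme DMSO wells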
# KLK7 zymogen act: proKLK7 zymogen activators, primary screen, biochemical, fluorescence intensity; Kallikrein-7 (Homo sapiens), P49862; purified proKLK7, EDANS-DABCYL substrate fluorescence; 100% is mature enzyme control, 0% vehicle; activation, % at 7 µM; 0.9% of 370,000 active;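 active = activation above the mean of all tested compounds plus 3 SD, computed per campaign excluding outliers beyond control limits, cut at about 13% in these data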
# Target sequence (P49862 whole entry, looked up): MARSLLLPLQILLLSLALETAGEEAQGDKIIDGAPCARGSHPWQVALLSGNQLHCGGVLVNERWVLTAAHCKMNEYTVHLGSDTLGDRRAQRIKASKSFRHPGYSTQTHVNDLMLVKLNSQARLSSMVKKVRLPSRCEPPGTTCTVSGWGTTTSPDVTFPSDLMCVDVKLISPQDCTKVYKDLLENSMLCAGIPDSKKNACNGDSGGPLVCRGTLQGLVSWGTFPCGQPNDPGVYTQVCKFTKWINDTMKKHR
# ARFGAP1 inh: inhibitors of rat ARFGAP1 GAP activity, primary screen, biochemical, fluorescence polarization, GDP tracer; Arfgap1-stimulated ARF1 GTP hydrolysis, GDP FP detection; inhibition, % at 16.5 µM; 0.26% of 360,000 active;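 active = inhibition above a per-plate limit, mean inhibition of low control wells plus 3 SD, cut at about 25% in these data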;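 also: 0% = DMSO wells with enzyme and 100% = wells lacking Arfgap1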
#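 Material – truncated rat Arfgap1 GAP domain · Buffer or medium – HEPES-based buffer, pH 7.5 · Reagent – human ARF1(Δ1-17)-GTP substrate · Dosing – 16.5 µM single point, 1.26% DMSO · Schedule – GTP hydrolysis reaction 2 h at 25 °C · Technique – GDP detection by fluorescence polarization · Benchmarks – No-Arfgap1 wells (100%) versus DMSO full-reaction wells (0%) · Repeats – single replicate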
# * hit, by the source's call; i = inactive.
nr	SMILES	ASAP1 inh	DDE Tn6 FP inh	NR1D1 modulator	PLC-gamma1 inh	UHRF1 MBD2 ctr
1	Cc1nc(NC(=O)CSc2ccc(-c3nc4ccccc4[nH]3)cn2)sc1C	-4	8	-2	-7	-3
2	Oc1ccc(/C=N\Nc2cc(N3CCOCC3)nc(N3CCOCC3)n2)c(O)c1	-8	6	-5	-71	-3
3	COc1ccccc1C=C1SC(=S)NC1=O	-12	2	-1	-2	0
4	Cn1c(=O)n(Cc2ccco2)c(=N)c2c3c(sc21)CCC3	1	2	-3	-3	-5
5	COc1cccc(C(=O)NOCc2ccc(C)cc2)c1OC	-5	8	-2	-1	-2
6	CCCN(c1ccc(OCC)cc1)S(=O)(=O)c1ccc2c(c1)NC(=O)CO2	-11	7	-6	2	1
7	COc1ccccc1-c1coc2c(CN3CCN(CCO)CC3)c(O)ccc2c1=O	1	4	-4	i	1
8	COCCNC(=O)NC(=O)COC(=O)c1cccn1C	10	1	3	0	3
9	COc1cc(/C=N/Nc2nc3ccccc3[nH]2)ccc1O	17	-6	1	-29	-9
10	O=C(COc1ccc(F)cc1)NC1CC1	6	-9	3	0	-1

nr	Tn7 DDE FP	PLC-beta3 inh	sPLA2-III inh	KLK7 zymogen act	ARFGAP1 inh
1	4	-9	-4	1.0	-6
2	8	-84	-15	-1.2	0
3	-2	-4	18	-0.9	-12
4	10	-3	0	0.5	-6
5	4	0	-3	0.1	-8
6	5	-4	-4	0.3	8
7	5	i	2	111*	3
8	4	-4	9	-0.1	7
9	-13	-30	-2	-1.2	0
10	-7	0	3	-0.3	1

nr	SMILES	ASAP1 inh	DDE Tn6 FP inh	NR1D1 modulator	PLC-gamma1 inh	UHRF1 MBD2 ctr
11	C=CCSc1nnc(NC(=O)c2ccc3c(c2)OCCO3)s1	-6	9	5	0	-2
12	COc1ccccc1N1C(=O)CC(Nc2ccc(N3CCOCC3)cc2)C1=O (stereo not drawn)	4	3	2	-30	1
13	COc1ccccc1N1CCN(C(=O)CNC(=O)c2ccc(Cl)cc2Cl)CC1	6	-7	1	3	0
14	COc1cccc(CNC(=O)c2cc3c(c(-c4cccc(-c5cccc(C#N)c5)c4)n2)[C@H](CCO)N(S(=O)C(C)(C)C)C3)c1 (stereo partly drawn)	9	-14	-7	-1	1
15	CC1CN(c2ccc(Cl)cc2)c2nc3c(c(=O)[nH]c(=O)n3C)n2C1 (stereo not drawn)	-12	-4	-8	10*	4
16	Cc1nc2ccc(NC(=O)c3cncc(Br)c3)cc2s1	0	3	2	-2	-3
17	CC(=O)c1cccc(NC(=O)C2CCCN2S(=O)(=O)c2cccc3nsnc23)c1 (stereo not drawn)	2	7	0	3	-4
18	CCC(C)(C)NC(=O)/C=C/c1cccs1	-8	0	-3	-1	-3
19	CCCC(=O)Nc1nnc(COC)s1	3	-9	-2	5	7
20	O=C(CN1CCOCC1)NCc1ccccc1Cl	9	-2	6	1	-1

nr	Tn7 DDE FP	PLC-beta3 inh	sPLA2-III inh	KLK7 zymogen act	ARFGAP1 inh
11	1	-2	-5	-0.5	7
12	0	-39	-9	5.0	0
13	3	-7	7	0.6	6
14	4	-2	-19	0.6	11
15	0	-5	14	0.2	1
16	-2	-23	-6	0.1	0
17	-3	5	-2	0.3	9
18	-1	0	9	-0.1	4
19	-1	6	7	0.4	-6
20	-3	-5	1	0.0	4

# Looked up by compound from the entries so far:
nr	SMILES	ASAP1 inh	DDE Tn6 FP inh	NR1D1 modulator	PLC-gamma1 inh	UHRF1 MBD2 ctr
16	Cc1nc2ccc(NC(=O)c3cncc(Br)c3)cc2s1	0	3	2	-2	-3
18	CCC(C)(C)NC(=O)/C=C/c1cccs1	-8	0	-3	-1	-3

nr	Tn7 DDE FP	PLC-beta3 inh	sPLA2-III inh	KLK7 zymogen act	ARFGAP1 inh
16	-2	-23	-6	0.1	0
18	-1	0	9	-0.1	4

# Entries of single compounds as entered above. Values in the order: ASAP1 inh | DDE Tn6 FP inh | NR1D1 modulator | PLC-gamma1 inh | UHRF1 MBD2 ctr | Tn7 DDE FP | PLC-beta3 inh | sPLA2-III inh | KLK7 zymogen act | ARFGAP1 inh
# Entry for COc1ccccc1N1CCN(C(=O)CNC(=O)c2ccc(Cl)cc2Cl)CC1 : 6 | -7 | 1 | 3 | 0 | 3 | -7 | 7 | 0.6 | 6
# Entry for C=CCSc1nnc(NC(=O)c2ccc3c(c2)OCCO3)s1 : -6 | 9 | 5 | 0 | -2 | 1 | -2 | -5 | -0.5 | 7
# Entry for CCCC(=O)Nc1nnc(COC)s1 : 3 | -9 | -2 | 5 | 7 | -1 | 6 | 7 | 0.4 | -6
# Entry for Cc1nc2ccc(NC(=O)c3cncc(Br)c3)cc2s1 : 0 | 3 | 2 | -2 | -3 | -2 | -23 | -6 | 0.1 | 0

# (listing goes on)
nr	SMILES	ASAP1 inh	DDE Tn6 FP inh	NR1D1 modulator	PLC-gamma1 inh	UHRF1 MBD2 ctr
21	Cc1ccccc1CN(c1ccc(C(=O)NCc2cccnc2)cc1)S(C)(=O)=O	-7	3	5	0	-2
22	CC(C)OC(=O)N(C)c1ccc(C(O)(C(F)(F)F)C(F)(F)F)cc1	-9	4	1	-2	-1
23	CCc1nc2c(OCCn3cccc3)cccn2c1N(C)C(=O)c1ccc(C)cc1	3	-5	-6	3	1
24	Cc1cccc(C)c1NC(=S)N(C)CCc1ccccn1	7	-1	-5	3	2

nr	Tn7 DDE FP	PLC-beta3 inh	sPLA2-III inh	KLK7 zymogen act	ARFGAP1 inh
21	-3	-5	-7	0.7	-13
22	4	7	-2	-0.2	12
23	3	-2	-14	0.9	-2
24	-6	4	1	0.0	10

# Compound activity deposited in PubChem by several laboratories.
